# PhoP inhibition – inhibitors of PhoP regulon expression, primary screen, Salmonella Typhimurium, GFP reporter (AID 1863); 0.16% of 300,000 active; S. Typhimurium PhoP-regulated promoter GFP reporter, 4 h; higher % means a stronger effect; inhibition, % at 50 µM; hits with a dose series show IC50 in µM;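 active = inhibition over 29.93%, a cutoff 3 SD above the screen mean, later confirmed by dose response; inconclusive = inhibition over 29.93% but no dose response follow-up; inactive = inhibition at most 29.93% or unconfirmed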;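 also: 0% = low Mg2+ inducing control and 100% = high Mg2+ repressing control; strong numbers were not always called active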
# NTR1 ag – agonists of NTR1, primary screen, imaging, U2OS cells, beta-arrestin-GFP, high content (AID 493036); 0.17% of 330,000 active; NTR1-U2OS beta-arrestin-GFP spot imaging, agonist mode; Neurotensin receptor type 1 (Homo sapiens), P30989; activation, % at 20 µM;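 active = activation at or above 40% of the spot to cytoplasm intensity ratio, with at least 20 cells analyzed; inconclusive = wells under 20 cells, flagged as cytotoxic or low count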;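 also: 0% = DMSO without peptide and 100% = 100 nM NTR1 peptide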
# Target sequence (P30989 whole entry, looked up): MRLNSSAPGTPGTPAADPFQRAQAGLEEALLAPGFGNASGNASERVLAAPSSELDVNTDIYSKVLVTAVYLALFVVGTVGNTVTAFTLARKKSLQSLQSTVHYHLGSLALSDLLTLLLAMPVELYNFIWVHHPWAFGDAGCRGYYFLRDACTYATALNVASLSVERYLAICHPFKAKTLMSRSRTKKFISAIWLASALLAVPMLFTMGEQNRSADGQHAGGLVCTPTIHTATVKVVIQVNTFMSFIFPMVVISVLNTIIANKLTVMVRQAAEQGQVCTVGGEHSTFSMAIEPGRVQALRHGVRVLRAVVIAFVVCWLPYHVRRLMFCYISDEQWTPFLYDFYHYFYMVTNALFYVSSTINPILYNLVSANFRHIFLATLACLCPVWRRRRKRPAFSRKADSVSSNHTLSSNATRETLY
# K1F lysis inhibition – inhibition of K1F phage lysis, E. coli UTI89, bacterial capsule biogenesis inhibitors, alamar blue (AID 488966); E. coli UTI89 K1F phage lysis, alamar blue, 2 h; higher % means a stronger effect; one-dose inhibition, % at 100 µM; IC50 in µM for titrated hits; 0.02% of 340,000 active;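 active = phage lysis inhibition, versus mean bacterial control, above a set limit; inconclusive = no clear call, values can overlap the other calls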;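 also: capsule biogenesis inhibitors block K1F phage lysis so surviving cells raise fluorescence; higher fluorescence means more inhibition of phage lysis; actives were called in the ten point dose series up to 300 µM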
# MgcRacGAP inhibition – MgcRacGAP GTPase-activating activity inhibitors, confirmation, biochemical, ADP Hunter fluorescence; MgcRacGAP-stimulated Rac1 GTP hydrolysis, ADP Hunter fluorescence; higher % means a stronger effect; GST-tagged Rac1 F28L mutant substrate; one-dose inhibition, % at 30 µM; IC50 in µM for titrated hits; 0.6% of 340,000 active; AID 624330, 2012;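 active = first-screen hits whose inhibition reached a set limit at any dose in the follow-up dose series; inconclusive = inhibition above the set first-screen limit but never retested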;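 also: fluorescence reports GDP produced by GAP-driven GTP hydrolysis; strong numbers were not always called active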
# TNAP activators – human TNAP enzyme activators, primary screen, biochemical, luminescent, no phosphate acceptor, uHTS (AID 1001); Alkaline phosphatase, tissue-nonspecific isozyme (Homo sapiens); purified TNAP, luminescent activation assay, no phosphate acceptor; higher activation fold means a stronger effect; activation fold at 20 µM, or EC50 in µM where a hit was titrated; 0.03% of 200,000 active; in the data active = activation fold from about 3, or a potency from the dose series; inactive = the rest, 99 in 100 with activation fold below about 1.6; also: many of its hits are not listed in these tables
# T cell modulator – modulators of CD8 T cell-vesicle binding, primary screen, mouse 2C CD8+ T cells, flow cytometry. 2C CD8+ T cell-vesicle binding; hits give low values. calls only at 7 µM. 0.068% of 330,000 active;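 active = response, share of CD8 T cells binding vesicles, and their 90th percentile fluorescence all below set limits, cut at about 80% in these data, passing the limit was not always enough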
#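 Material: murine 2C transgenic CD8+ T lymphocytes / Also added: QL9-peptide-loaded Drosophila micro-vesicles bearing Ld, ICAM-1 and B7-1 / Schedule: binding step 1.5 h, 37 °C, antibody labelling 20 min, ice / Signal: flow cytometry, PE anti-B7-1 (FL2) versus Alexa647 anti-CD8 (FL8), PFA-fixed / Evaluation: percent CD8+ FL2 mean versus row control / Benchmarks: naked versus QL9-loaded vesicles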
# SV40 large T antigen – SV40 large T antigen inhibitors, biochemical (AID 1903); inhibition, % at 20 µM; hits with a dose series show IC50 in µM; SV40 large T antigen ATPase/helicase inhibition assay; higher % means a stronger effect; 0.39% of 310,000 active; in the data active = a potency from the dose series; inconclusive = inhibition mostly from about 32% at the one dose, without a potency; inactive = the rest, 99 in 100 with inhibition below about 32%; also: strong numbers were not always called active
# RSV antiviral HEp-2 – RSV antiviral activity via CPE protection, HEp-2 cells, primary 10 µM value included (AID 2391); HEp-2 cells, RSV-induced CPE inhibition; higher % means a stronger effect; one-dose CPE inhibition, % at 10 µM; IC50 in µM for titrated hits; 0.13% of 310,000 active; in the data active = a potency from the dose series; inconclusive = CPE inhibition mostly from about 23% at the one dose, without a potency; inactive = the rest, 99 in 100 with CPE inhibition below about 21%; also: strong numbers were not always called active
# Myeloid diff MLP – induction of myeloid progenitor differentiation, primary screen, cell-based, flow cytometry, MLPCN library; ER-HoxA9 myeloid progenitors, lysozyme-GFP differentiation; calls only at 10 µM; 1% of 360,000 active; AID 624256, 2012;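 active = normalized GFP-positive differentiation at or above the plate's own cutoff, the solvent-only control mean plus 3 SD; inconclusive = no clear call, values can overlap the other calls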;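 also: cells exposed to compound for four days before flow analysis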
# T cell modulator vesicle-bound % – further read-out of T cell modulator, marked with its call; double positive events, %; measured here: CD8+ vesicle-bound cell fraction;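 binding gate set so that unloaded-vesicle control wells show 10% double positive cells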
# NTR1 ag cell count 20 µM – second read-out of NTR1 ag, no call of its own (marks repeat the call); cell count; measured here: cell count, cytotoxicity flag
# Myeloid diff MLP GFP+ MAC1+ % – also measured in Myeloid diff MLP; calls as there; GFP+ MAC1+ double positive, %; measured here: differentiation confirmed by MAC1 staining
# * marks the source's active call; other numbers are inactive results; i = inactive; ? = inconclusive; . = not tested or not shown; + = active, no number; [ ] = dose if it differs, or a comment.
SMILES,PhoP inhibition,NTR1 ag,NTR1 ag cell count 20 µM,K1F lysis inhibition,MgcRacGAP inhibition,TNAP activators,T cell modulator,T cell modulator vesicle-bound %,SV40 large T antigen,RSV antiviral HEp-2,Myeloid diff MLP,Myeloid diff MLP GFP+ MAC1+ %
C1CC2NCCC3NCCC(N1)N32 (stereo not drawn),1%,0.1,83,0.0%,6%,.,i,58,8%,1.9%,i,0.3
COc1ccc(NC(=O)[C@@H](NC(=O)N2C[C@H]3C[C@@H](C2)c2cccc(=O)n2C3)C(C)C)cc1,.,-0.6,88,0.6%,6%,.,i,46,.,1.8%,i,1.3
CN1CCN(c2nc(N)c(Br)c(Cl)n2)CC1,4%,0.3,82,0.0%,-11%,.,i,64,8%,-1.6%,+,2.5*
COC(=O)C1=C(c2cccc(OCc3ccccc3)c2)C[C@@H]2CC[C@H]1N2C(=O)NCc1ccc(Cl)cc1,.,1.2,63,-1.5%,9%,.,i,15,.,0.9%,i,0.9
COc1ccccc1NC(=O)COC(=O)c1cn(C)c2ccccc12,.,3.3,44,0.5%[50 µM],5%,.,i,32,.,.,i,0.5
O=c1[nH]c(=O)n(CCC2=CCCCC2)c(O)c1/C=N/Nc1ccccc1,-8%,3.5,65,2.9%,4%,1,i,45,16%,1.5%,i,0.4
COc1cc(OC)c(OC)cc1CNCCc1cccc(F)c1,7%,-1.4,99,0.0%,27%,.,i,12,9%,0.6%,i,1.0
CC(C)CCn1c(=O)c(C(=O)NCc2ccco2)c(O)c2ccccc21,-6%,2.1,58,0.9%,6%,.,i,38,16%,.,i,0.4
Cn1c(N2CCNCC2)nc2ccccc21,13%,-0.5,81,2.0%,7%,1,i,6,2%,0.1%,i,0.5
CCCCC(=O)C1C(=O)NC(=O)NC1=O,-35%,-0.2,73,-0.5%,2%,1.1,i,10,8%,2.7%,i,0.5
CNC(C(=O)c1ccccc1)C(OC)c1ccc(C)cc1 (stereo not drawn),3%,0.6,52,0.7%,3%,1.1,i,32,5%,0.7%,i,0.6
CCCCn1c(O)c(C(CC)=NCc2ccc(F)cc2)c(=O)[nH]c1=O,12%,7.4,77,-0.3%,6%,1.1,i,18,2%,?,i,0.9
Fc1ccc2c(c1)nnn2C1CCN(Cc2nnnn2C2CCCCC2)CC1,-4%,-3.2,75,-0.1%,5%,1.1,i,44,9%,2.0%,i,1.3
CCN1CCN(C(=O)COc2ccc(S(=O)(=O)N3CCOCC3)cc2C)CC1,-8%,1.2,68,0.2%,4%,.,i,33,6%,0.4%,i,0.9
CC(C)c1ccc(-n2c(O)c(C=NC(CCS(C)=O)C(=O)O)c(=O)[nH]c2=S)cc1 (stereo not drawn),-2%,0.8,44,-1.9%[50 µM],1%,.,i,30,21%,0.5%,i,0.8
CCOC(=O)c1cn2nc(OP(=S)(OCC)OCC)cc2nc1C,-4%,1.4,60,-0.2%,13%,1.1,i,16,1%,2.4%,i,0.5
O=C(CN1CCCCC1)Nc1ccc(Br)cc1C(=O)c1ccccc1Cl,-3%,4.6,75,2.6%,4%,1,i,24,12%,?,i,0.9
CCN(CC)CCCN=C(C)c1c(O)n(-c2ccccc2)c(=O)[nH]c1=O,-5%,0.1,94,0.2%,-8%,1,i,30,12%,3.3%,i,3.5
CC(C)CN1CCN(Cc2c(F)cccc2Cl)CC1CCO (stereo not drawn),4%,1.3,38,0.4%,8%,1,i,27,-1%,-0.8%,i,0.3
CCC(=NC(C)c1ccccc1)c1c(O)[nH]c(=O)[nH]c1=O (stereo not drawn),-5%,0.3,52,0.2%,-8%,.,i,30,9%,5.1%,+,1.5*
CN1C(=O)C(Cc2ccc3c(c2)OCO3)C(=O)N(C)C1=O,7%,0.3,71,.,.,1,i,23,1%,0.2%,.,.
COc1ccccc1Oc1c(C)oc2cc(OC(=O)N(C)C)ccc2c1=O,7%,0.7,74,0.1%,5%,.,i,30,1%,0.3%,i,0.6
Cn1cnc(CCN)c1,4%,-0.7,57,4.0%,1%,.,i,48,9%,-0.1%,i,1.2
Cc1nc2ccccc2c(=O)n1-c1cccc([N+](=O)[O-])c1,1%,1.5,71,0.3%,-6%,.,i,58,3%,2.8%,i,0.2
CCOP(=O)(OCC)C1(O)C(=O)Nc2ccccc21 (stereo not drawn),3%,1.4,39,3.7%,7%,1.1,i,43,10%,1.5%,i,0.2
O=Cc1cn(Cc2ccccc2F)c2ccccc12,-9%,0.4,44,0.8%,9%,1.1,i,49,-2%,2.7%,i,0.5
CCCNC(=O)N1[C@H]2CC[C@@H]1C(C(=O)OC)=C(c1cc3ccccc3s1)C2,.,0.3,59,2.2%,5%,.,.,.,6%,-0.1%,i,2.5
COc1ccc(-c2cc(-c3ccccc3)[n+](C)c(-c3ccccc3)c2)cc1,4%,3.4,40,0.4%,14%,1.1,i,53,7%,17%,i,0.2
Cc1cc(C)c(C(=O)CN2CCOCC2)c(C)c1,-9%,0.6,52,1.1%,9%,1.1,i,39,13%,1.9%,i,0.4
COc1cc2[nH]c(=O)n(-c3ccc(C)cc3)c(=O)c2cc1OC,-1%,-1.5,65,3.3%,4%,1.1,.,.,-6%,.,i,0.3
CCn1c(=O)cc(OCC(=O)N2CCN(Cc3ccc4c(c3)OCO4)CC2)c2ccccc21,9%,1.7,63,0.1%,9%,1.1,i,45,10%,-1.5%,i,1.0
COc1ccccc1N(CC(=O)NC1CCCC1)C(=O)c1cnn(C(C)C)c1,5%,-2.3,66,4.1%,-4%,1.1,i,51,8%,2.2%,i,0.9
CC(C)C12CN3CCN(CC(C3)C1O)C2 (stereo not drawn),0%,3.2,59,0.9%,0%,1.1,i,15,4%,1.2%,i,5.6
CCOC(=O)Cn1cc([N+](=O)[O-])nc1[N+](=O)[O-],-6%,1.2,56,-1.1%,9%,1.1,i,13,1%,1.8%,i,1.0
CCOc1cc2c(cc1OCC)-n1cccc1C(c1ccc(C)cc1C)NC2 (stereo not drawn),3%,2.9,108,0.3%,7%,.,i,46,23%,2.2%,i,0.8
C[N+]1(C)C2CCC1CC(OC(=O)C(CO)c1ccccc1)C2 (stereo not drawn),-4%,0.5,41,-1.9%,-1%,1.1,i,51,23%,3.0%,i,0.1

# Part of the list above in order of molecular weight, falling:
SMILES,PhoP inhibition,NTR1 ag,NTR1 ag cell count 20 µM,K1F lysis inhibition,MgcRacGAP inhibition,TNAP activators,T cell modulator,T cell modulator vesicle-bound %,SV40 large T antigen,RSV antiviral HEp-2,Myeloid diff MLP,Myeloid diff MLP GFP+ MAC1+ %
CCn1c(=O)cc(OCC(=O)N2CCN(Cc3ccc4c(c3)OCO4)CC2)c2ccccc21,9%,1.7,63,0.1%,9%,1.1,i,45,10%,-1.5%,i,1.0
COc1ccc(-c2cc(-c3ccccc3)[n+](C)c(-c3ccccc3)c2)cc1,4%,3.4,40,0.4%,14%,1.1,i,53,7%,17%,i,0.2
C[N+]1(C)C2CCC1CC(OC(=O)C(CO)c1ccccc1)C2 (stereo not drawn),-4%,0.5,41,-1.9%,-1%,1.1,i,51,23%,3.0%,i,0.1
CC(C)C12CN3CCN(CC(C3)C1O)C2 (stereo not drawn),0%,3.2,59,0.9%,0%,1.1,i,15,4%,1.2%,i,5.6

# Further compounds:
SMILES,PhoP inhibition,NTR1 ag,NTR1 ag cell count 20 µM,K1F lysis inhibition,MgcRacGAP inhibition,TNAP activators,T cell modulator,T cell modulator vesicle-bound %,SV40 large T antigen,RSV antiviral HEp-2,Myeloid diff MLP,Myeloid diff MLP GFP+ MAC1+ %
CC1CN=C(Nc2ccc(N(C)C)cc2)S1 (stereo not drawn),-8%,0.6,57,2.3%,28%,1.1,i,25,9.3µM*,-0.7%,i,3.7
CC(=O)c1cn(CCCOc2ccccc2)c2ccccc12,1%,0.2,97,0.2%,13%,1,i,58,19%,1.2%,i,0.0
Nc1cc(Cl)cc(C(=O)O)c1Cl,.,2.9,55,-0.8%,5%,.,i,30,.,2.3%,i,1.9
O=C(Cc1ccccc1)N1CCN(C/C=C/c2ccccc2)CC1,3%,-0.9,38,1.5%,7%,1,i,4,10%,-2.1%,i,0.8
Cc1ccc(N(C)C(=O)Oc2cccc3cccnc23)cc1,-2%,-1.4,67,1.9%,7%,1.1,i,56,0%,-0.1%,i,1.7
CCOC(=O)C1C2NC(=O)N(Cc3ccccc3)C1(C)Oc1c(OC)cccc12 (stereo not drawn),3%,0.8,61,1.8%,8%,1.1,i,41,6%,-0.1%,i,1.4
N#CCCn1cc(C(=O)NCc2ccccc2)c(-c2ccccc2)n1,-1%,1.0,53,0.3%,4%,1.1,i,24,9%,0.3%,i,0.7
CCc1cc2c(s1)NC(=O)CN=C2c1cccs1,0%,1.6,86,0.2%,7%,1,i,28,11%,-0.3%,i,0.4
c1ccc2[nH]c(CCNC3CCCCC3)nc2c1,-5%,0.7,67,0.1%,6%,1.5,i,32,17%,-0.3%,i,0.4

# Screening data deposited in PubChem BioAssay by several laboratories.

# This is a subset; the hit share may differ from the screen's.
